Screening results as filed in PubChem BioAssay.
CFTR F508del cor: F508del CFTR correction, initial screen, CFBE line, single point | CFBE cells, YFP halide quenching; stimulated with forskolin plus potentiator P3; % fluorescence drop versus neutral controls | activity (quench increase), % at 7.58 µM | 0.36% of 350,000 active;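 active = mean added fluorescence quench of at least 8% versus neutral control, with both replicates also reaching 8%; inconclusive = only one of the mean or replicate conditions met; inactive = mean below 8% and not both replicates reaching 8%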;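 also: cells transiently co-express mutant CFTR-F508del with the halide-sensitive YFP; corrector assay measuring rescue of mutant channel to the surface after 24 h compound exposure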
EWS-Fli inh: EWS/Fli-driven NR0B1 reporter inhibitors, primary screen, A673 cells, NR0B1 luciferase, luminescence, MLPCN library. 0.67% of 350,000 active. inhibition, % at 12.6 µM. viability-normalised;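 active = mean inhibition of at least 50% after viability correction, with every replicate also passing that limit; inconclusive = mean reaches 50% but only one of two replicates passes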;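 also: firefly luciferase signal divided by Alamar Blue viability fluorescence both relative to DMSO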
FN deposition inh: inhibitors of fibronectin matrix deposition, primary screen, AH1F cells, Alexa488-fibronectin fluorescence, plate reader. 0.086% of 350,000 active. AH1F fibroblasts, overnight. inhibition, % at 12.6 µM. AID 743247, 2014;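 active = mean inhibition across replicates of 30% or more, regardless of how many single replicates reach that level; inconclusive = mean under 30% yet at least half of replicates reach 30%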;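 also: positive control wells lacked labelled fibronectin entirely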
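Assay system: AH1F fibroblasts / Quantity: 10000 cells per well / Medium: DMEM plus 2% serum, read in PBS / Reagent: labelled fibronectin 24 nM / Dosing: single dose, pinned / Times: 1 h cell attachment, overnight exposure to compound and label / Signal: fluorescence, ex 485 nm, em 525 nm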
miR122 inh: miR-122 Renilla sensor signal increase in Huh7, primary screen, miR-122 inhibitor project, cell-based, single point, plate reader; Huh7 miR-122 Renilla luciferase sensor, 48 h; neutral wells = 0, positive control = 100; activation (reporter increase), % at 12.5 µM; 0.3% of 340,000 active;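 active = mean replicate activation score at least 90 and every replicate individually at or above 90; inconclusive = only one of the two criteria met; inactive = neither criterion met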;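 also: higher luciferase means less miR-122 activity so hits act as miR-122 inhibitors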
PAX8 inh HTS: inhibitors of PAX8-driven TPO luciferase reporter, primary screen, RMG-I cells, single concentration; SteadyGlo, 24 h; inhibition, % at 12.6 µM; 1.2% of 360,000 active;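 active = mean replicate inhibition at least 60% with every replicate also reaching 60%; inconclusive = only one of the two criteria is met; inactive = mean below 60% and not all replicates reaching 60%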;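 also: luciferase light reporting Pax8 driven TPO promoter activity; plate controls were median of neutral control wells for no effect and mitoxantrone controls for full effect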
INS-1E GSIS act: GLuc luminescence reporter in INS-1E cells, primary screen for activators of glucose-dependent secretion of insulin; 0.61% of 370,000 active; INS-1E GLuc reporter insulin secretion, 2-3 h; activation, % at 16.6 µM;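 active = lowest replicate activation of at least 40%, so every replicate reaches that level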;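 also: 0% = median of neutral control wells and 100% = median of IBMX positive control wells; some compounds called inactive have numbers as strong as hits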
DENV2 CPE: inhibitors of DENV2 cytopathic effect, primary screen, cell-based, plate reader, single concentration. DENV2-infected cells, cytopathic effect rescue. 1.7% of 350,000 active. CPE inhibition, % at 9.99 µM. AID 651640, 2012; in the data active = CPE inhibition above about 20%, passing the limit was not always enough; inconclusive = no clear call, values can overlap the other calls; tested in BHK-21 cells;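 also: 0% = median of neutral control wells and 100% = median of positive control wells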
* hit, by the source's call; ? = inconclusive; . = no result given; & = joins results of further samples; [ ] = remark or other dose.

SMILES	CFTR F508del cor	EWS-Fli inh	FN deposition inh	miR122 inh	PAX8 inh HTS	INS-1E GSIS act	DENV2 CPE
Cc1ccc2c(=O)n3c(nc2c1)C(Cc1ccc(O)cc1)NC(=O)c1ccc(Cl)cc1-3 (stereo not drawn)	0.3	1	-2	.	5	.	12
O=C(C[C@@H]1CC[C@H]2[C@@H](COC[C@H](O)CN2Cc2ccc(Cl)cc2)O1)Nc1nccs1	4.9	14	2	-1[16.7 µM]	14	-20	-17
COc1cc(C(C)=O)ccc1OC(=O)CN1C(=O)c2ccccc2C1=O	2.2	1	1	-6	4	-10	-2
O=c1c(-c2ccccc2)c(O)nc(SCCN2CCOCC2)n1-c1ccccc1	.	.	3	.	13	8	.
O=C(O)c1cccc(Cn2c(Cl)c(/C=N/NC(=O)c3ccc(O)cc3)sc2=O)c1	1.6	-3	0	-3	7	2	2
COc1ccc(NC(=O)c2cc(C3CCCCN3S(=O)(=O)Cc3ccccc3)on2)c(C)c1 (stereo not drawn)	-0.9	-27	0	15	-31	-7	3
CCCSCCCNC(=O)Cn1nc(CC)n2c(cc3c(OC)cccc32)c1=O	-0.1	-10	-5	6	-13	14	0
O=C(c1ccccc1)c1c(O)cc(-c2ccccc2)oc1=O	.	.	2	0	-25	-6	.
O=C(C[C@@H]1CC[C@@H]2NC[C@H](O)COC[C@H]2O1)Nc1nccs1	1.6	1	.	-6[16.7 µM]	-1	.	-1
O=c1c(-c2ccc(Br)cc2)coc2c(CN3CCCCC3)c(O)ccc12	3.3	3	-1	1	-8	1	11
Cc1ccc(-n2c(CCc3nc4ccccc4[nH]3)n[nH]c2=S)cc1	.	14	-2	.	5	-2	1
N#C/C(=C\c1c(Oc2ccccc2Cl)nc2ccccn2c1=O)C(=O)NC1CCS(=O)(=O)C1 (stereo not drawn)	-0.5	-2	1	-5	19	-8	4
Cc1nn(-c2ccccc2)c(C)c1/C=C/C(=O)OC(C)C(N)=O (stereo not drawn)	0.3	-9	0	-1	-7	12	-10
Cc1onc(-c2c(Cl)cccc2Cl)c1C(=O)c1c[nH]c(C(=O)NCC2CCCO2)c1 (stereo not drawn)	-2.2	9	.	-3	6	-29	0
Cc1cc(C(F)F)nn1CC(=O)N1CCSCC1	.	.	12	-8	-25	6	.
Cc1ccccc1NC(=O)C1CCCN1/C=C/C(=O)C(F)(F)F (stereo not drawn)	.	0	3	-4	-2	6	-13
C[C@@H]1CN([C@H](C)CO)S(=O)(=O)c2ccc(-c3cccnc3)cc2O[C@H]1CN(C)C(=O)NC1CCCC1	0.4	-16	-3	-3[16.7 µM]	-13	3	.
O=c1oc(-c2ccccc2)nc2sc3c(c12)CCC3	-0.6	-68	-1	16	3	-4	2
Cc1ccc(C)c(-n2c(SCC(=O)NC(C(=O)O)C(C)C)nnc2-c2cccc(Cl)c2)c1 (stereo not drawn)	-0.2	11	.	.	11	.	3
Cc1cc(C)n(CCC(=O)N/N=C/c2c(O)ccc3ccccc23)n1	0.9	10	8	3	47	-1	0
CCCc1cc(=O)[nH]c(SCC(=O)Nc2sccc2C#N)n1	2.5	1	2	-5	.	-28	11
Cc1ccc(Cn2nc(C)c(/C=N/NC(=O)c3cccnc3)c2C)cc1	-2.5	0	-4	.	0	-16	-4
CN(C)S(=O)(=O)c1ccc(Cl)c(NC(=O)COC(=O)CN2C(=O)C3CCCCC3C2=O)c1 (stereo not drawn)	0.5	13	6	.	12	0	4
CCOC(=O)[C@]12CCC=C1N(CCC1=CCCCC1)C(=O)[C@H](CC(=O)NCc1cccs1)C2	0.6	1	19	.	-4	-12	0

Single records, as listed above. Screens in order: CFTR F508del cor, EWS-Fli inh, FN deposition inh, miR122 inh, PAX8 inh HTS, INS-1E GSIS act, DENV2 CPE
CCOC(=O)[C@]12CCC=C1N(CCC1=CCCCC1)C(=O)[C@H](CC(=O)NCc1cccs1)C2 is listed with 0.6, 1, 19, ., -4, -12, 0
Cc1ccc(Cn2nc(C)c(/C=N/NC(=O)c3cccnc3)c2C)cc1 is listed with -2.5, 0, -4, ., 0, -16, -4
C[C@@H]1CN([C@H](C)CO)S(=O)(=O)c2ccc(-c3cccnc3)cc2O[C@H]1CN(C)C(=O)NC1CCCC1 is listed with 0.4, -16, -3, -3[16.7 µM], -13, 3, .
CN(C)S(=O)(=O)c1ccc(Cl)c(NC(=O)COC(=O)CN2C(=O)C3CCCCC3C2=O)c1 (stereo not drawn) is listed with 0.5, 13, 6, ., 12, 0, 4

Additional results follow.
SMILES	CFTR F508del cor	EWS-Fli inh	FN deposition inh	miR122 inh	PAX8 inh HTS	INS-1E GSIS act	DENV2 CPE
COc1ccc(-c2noc3c2-c2nc(-c4ccc(Cl)cc4)sc2CC3)cc1	-2.1	0	-1	-7	6	.	-12
CCN(C(=O)c1ccc(S(=O)(=O)N2CCCC2)cc1)C1CCS(=O)(=O)C1 (stereo not drawn)	-0.6	-3	-3	.	-12	13	-4
CC(NC(=O)c1cc(COc2c(F)cccc2F)on1)c1cnn(-c2ccccc2)c1 (stereo not drawn)	1.7	-72	0	-2	-102	-3	3
COCCNC(=S)Nc1cc(S(=O)(=O)N2CCOCC2)ccc1N1CCCCC1	-2.0	5	.	.	4	-25	1
Cc1ccc(CNC(=O)CC(C)S(=O)(=O)c2ccc3c(c2)NC(=O)C(C)S3)cc1 (stereo not drawn)	-0.3	13	4	-14	5	-7	-1
COc1ccc(C#Cc2ccc3c(c2)[C@H]2[C@H](CCN2S(=O)(=O)c2ccc(OC)cc2)[C@H](CO)N3C)cc1	0.6	4	16	30[16.7 µM]	-25	9	13
CCC(=O)N1CC2(C1)[C@H](c1ccc(C3=CCCC3)cc1)[C@H](CO)N2C(=O)COC	2.5	.	4	.	.	9	-12
COc1ccc(-c2nc3c(C)cc(Br)cn3c2Cc2ccc(C)cc2)cc1OC	7.4	-22	0	7	10	-7	8
C[C@@H]1CN([C@@H](C)CO)C(=O)CCCn2cc(nn2)CO[C@H]1CN(C)C(=O)c1cc(-c2ccccc2)on1	4.8&-1.4&2.5	-3&-4&8	1&-2	-4	5&-5&4	6&0	0&2
CC(C)NC(=O)NC(=O)COC(=O)C1(C)CC1(Cl)Cl (stereo not drawn)	0.4	10	-1	.	-9	6	2
COCC(=O)N1C[C@@H](C)[C@H](OC)CN(C)C(=O)c2cc(NC(=O)Nc3cccc(F)c3)ccc2OC[C@@H]1C	2.5	-4	2	.	-4	-8	9
CCCCNC(=O)C1(C)CCCCN1Cc1ccc(OCc2ccccc2)cc1 (stereo not drawn)	0.1	30	4	.	27	-28	?
O=C1NN(c2ccccc2)C(=O)/C1=C/c1ccc(-c2ccc(C(=O)O)cc2)o1	1.0	9	1	.	5	3	1
COc1cc2c(cc1OC)CN(C(=O)[C@H]1[C@@H]3C(=O)O[C@@H](c4ccccc4)[C@@H](c4ccccc4)N3[C@@H](c3ccc(OCCO)cc3)[C@]13C(=O)Nc1ccc(C#CC4(O)CCCCCC4)cc13)CC2	0.5	1	.	.	-1	.	17
Cc1cc2ccccc2n2c(SCC(=O)NCC3CCCO3)nnc12 (stereo not drawn)	1.4	3	-1	.	-6	-6	-10
CC(C)(C)N1NC(=O)Nc2ccccc2C1=O	.	.	4	1	0	.	.
CNc1ccccc1	-3.4	-4	.	-8	.	-5	-14
Cc1ccc(OCC(=O)Nc2cccc(S(=O)(=O)NC3=NCCCCC3)c2)cc1C	0.6	-1	0	.	-10	-5	1
CCC(C)[C@H](NC(=O)c1cc2cc(Cl)ccc2n1C)C(=O)N1CCC[C@H]1C(=O)O (stereo partly drawn)	-1.2	-3	.	-1	.	-2	-6
CN1CCN(NC(=O)c2ccc(S(=O)(=O)N3CCCCCC3)cc2)CC1	-0.2	2	-1	-9	1	2	2
CCC(=O)N(CC)Cc1cc(=O)[nH]c2ccccc12	.	.	-3	4	11	15	.
CC(C)NS(=O)(=O)c1ccc2c(c1)NCC2	.	9	0	.	4	1	.
CC1(C)CCC(=O)C=C1Nc1ccc(F)c(Cl)c1	-3.0	2	-6	0	9	-3	-6
CN(C)c1ccc(/C=N/Nc2nc3ccccc3o2)cc1	.	68*	-7	5	-19	8	4
C[C@H]1CN([C@@H](C)CO)C(=O)c2cccc(NC(=O)C3CCCCC3)c2O[C@H]1CN(C)C(=O)Nc1ccc2c(c1)OCO2	-4.6	2	.	-5[16.7 µM]	1	2	0
CC(=O)c1cccc(NC(=O)N2CCC(NC(=O)C34CC5CC(CC(C5)C3)C4)CC2)c1	0.7	7	.	-5	24	-1	6
CN1C(=O)C(CC(=O)NCCc2ccccc2)N(NC(=O)c2ccc(Cl)cc2)C1=S (stereo not drawn)	2.5	-4	13	-2	-8	-19	3
C[C@H](CO)N1C[C@H](C)[C@@H](CN(C)Cc2cccnc2)OCc2cnnn2CCCC1=O	-0.5&-1.8	-11&-2	7&-18	-5	3&-2	-7&0	7&-3
CCCCn1c(SCc2nnc(-c3ccccc3)o2)nc2c1c(=O)n(C)c(=O)n2C	.	.	-4	4	.	5	.
COc1cccc(S(=O)(=O)N2CC[C@@H]3[C@H](CO)N(C)c4ccc(C5=CCCCC5)cc4[C@@H]32)c1	?	-2	-23	-10[16.7 µM]	-14	-30	.
CCOC(=O)Nc1ccc(S(=O)(=O)N2CCC(c3nc4ccccc4[nH]3)CC2)cc1	-0.5	9	6	-5	5	-12	-13
O=C1NC[C@H](CCCCN2C[C@@H](Cc3ccccc3)N(CCC3CCCCC3)C(=O)C2=O)N(CCC2CCCCC2)C1=O	-0.1	13	3	.	9	-11	18
C[C@H](CO)N1C[C@H](C)[C@@H](CN(C)Cc2ccccc2)OCCCC[C@H](C)Oc2ccc(N(C)C)cc2C1=O	-1.6&2.7&3.9	4&0	-2	-2	0&3&-4	-4&-3	6&5
O=C(C[C@H]1CC[C@@H]2[C@H](COC[C@H](O)CN2Cc2ccccc2)O1)N[C@H]1CCN(Cc2ccccc2)C1	1.4	-3	1	-10[16.7 µM]	10	-5	3
COc1ncc(-c2ccc(N3C(c4ccc([N+](=O)[O-])cc4)=Cc4ccccc4C3CC(C)=O)cc2)cn1 (stereo not drawn)	3.3	-10	.	.	-10	-11	2
COc1ccc(NC(=O)N[C@@H]2CC[C@H](CC(=O)NC3CCCCC3)O[C@H]2CO)cc1	-1.7	-2	4	.	9	-8	2
COc1ccc2cc(CCNC(=O)c3ccco3)c(=O)[nH]c2c1	-1.8	.	.	1	-165	16	0
O=C(c1ccc2c(c1)C(=O)NC2=O)c1ccc2c(c1)C(=O)NC2=O	0.2	-1	.	.	0	12	1
CCN(CC)c1ccc(/C=N/NC(=O)CNC(=O)c2cccs2)cc1	-1.4	-22	10	-4	-37	-9	-1
COc1ccc(COC(=O)c2cc(S(=O)(=O)N3CCCCC3)ccc2N2CCOCC2)cc1	-0.3	6	7	-3	19	5	2
Oc1ccccc1/C=N/n1cnn(Cc2ccccc2Cl)c1=S	1.2	5	4	-2	32	-2	8
COc1cccc(NC(=O)N[C@@H]2CC[C@H](CC(=O)N3CCOCC3)O[C@@H]2CO)c1	-1.3	0	.	.	4	16	-2
O=C(NC1CCCC1)c1ccc(CNc2c(N3CCOCC3)c(=O)c2=O)cc1	0.5	0	1	-3	2	0	19
C[C@H]1CN([C@@H](C)CO)C(=O)Cc2cc(NC(=O)CCN3CCOCC3)ccc2O[C@@H]1CN(C)Cc1ccc(-c2ccccc2)cc1	3.3	0	.	11[16.7 µM]	.	6	-8
COc1ccc(-c2oc(/N=C/N3CCOCC3)c(C#N)c2-c2ccc(OC)cc2)cc1	.	.	4	-5	23	.	.
Cc1cccc(NC(=O)c2sc3nc(N)c(C#N)cc3c2N)c1	.	.	2	.	-118	3	.
